# RGS4-Gao reg: modulators of RGS4 binding to Galphao, primary screen, biochemical, multiplexed bead flow cytometry; 220,000 tested, 0.33% active; Guanine nucleotide-binding protein G(o) subunit alpha (Homo sapiens), P09471; actives lie on both sides; binding response (% of control), % at 10 µM; in the data active = binding response below about 49% or above about 150%; inactive = in between;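 note: fluorescent Galphao activated with aluminum fluoride binding bead-coupled RGS4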
# Target sequence (P09471 whole entry, looked up): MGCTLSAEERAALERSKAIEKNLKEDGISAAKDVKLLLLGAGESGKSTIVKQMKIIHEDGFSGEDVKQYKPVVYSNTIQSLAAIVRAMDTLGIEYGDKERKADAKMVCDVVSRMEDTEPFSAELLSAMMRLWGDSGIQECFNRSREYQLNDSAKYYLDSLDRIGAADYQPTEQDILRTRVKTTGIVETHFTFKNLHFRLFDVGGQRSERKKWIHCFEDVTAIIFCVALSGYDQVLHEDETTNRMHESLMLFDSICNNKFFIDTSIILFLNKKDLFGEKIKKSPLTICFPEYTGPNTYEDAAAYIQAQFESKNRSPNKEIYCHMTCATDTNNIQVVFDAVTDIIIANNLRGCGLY
# Mcl1-Bid inh: Mcl-1/Bid binding inhibitors, primary screen, biochemical, TR-FRET, 1536-well; Induced myeloid leukemia cell differentiation protein Mcl-1 (Homo sapiens), Q07820; 220,000 tested, 0.97% active; inhibition, % at 21.7 µM; TR-FRET Mcl-1/Bid-Dy647 peptide binding;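 active = compounds that cut the binding signal by more than half at the single screening dose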;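 note: His-tagged Mcl-1 with europium anti-His antibody binding Bid BH3 peptide; 0% = Mcl-1 plus peptide wells and 100% = peptide-only wells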
# Target sequence (Q07820 whole entry, looked up): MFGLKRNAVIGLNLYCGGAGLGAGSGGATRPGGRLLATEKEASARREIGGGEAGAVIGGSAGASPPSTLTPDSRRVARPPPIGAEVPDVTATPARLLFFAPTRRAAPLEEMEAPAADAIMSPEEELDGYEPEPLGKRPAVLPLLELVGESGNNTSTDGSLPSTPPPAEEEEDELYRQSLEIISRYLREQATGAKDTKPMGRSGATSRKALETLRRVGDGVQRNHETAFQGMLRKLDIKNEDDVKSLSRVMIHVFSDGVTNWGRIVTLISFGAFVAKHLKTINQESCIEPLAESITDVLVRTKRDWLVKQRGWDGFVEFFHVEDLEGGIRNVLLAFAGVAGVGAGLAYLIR
# RGS8-Gao: RGS8-Galphao binding modulators, primary screen, biochemical, multiplexed bead flow cytometry. actives lie on both sides. 220,000 tested, 0.34% active. Guanine nucleotide-binding protein G(o) subunit alpha (Homo sapiens), P09471. AID 1423, 2008. response (percent of control binding), % at 10 µM; in the data active = response below about 60% or above about 140%; inactive = in between;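 note: Galphao activated as the GDP aluminium fluoride complex binding bead-coupled RGS8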
# Mcl-1 Bim block: inhibitors of Bim peptide binding to Mcl-1, primary screen, biochemical, bead-based flow cytometry, multiplex. AID 1009, 2008. Bim peptide-Mcl-1 binding. inhibition, % at 10 µM. 190,000 tested, 0.1% active. Induced myeloid leukemia cell differentiation protein Mcl-1 (Homo sapiens), Q07820;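 note: 0% = no compound tracer wells and 100% = peptide blocker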
# Bim-Bcl-B: inhibitors of Bim-Bcl-B binding, primary screen, biochemical, multiplexed, human Bcl-2 family; inhibition, % at 10 µM; 190,000 tested, 0.073% active; Bcl-2-like protein 10 (Homo sapiens), Q9HD36; bead-based flow cytometry, Bim peptide-Bcl-B binding;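 note: 0% = tracer peptide without compound and 100% = reference inhibitor peptide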
# Bcl-2 Bim block: inhibitors of Bim-Bcl-2 binding, primary screen, biochemical, multiplexed, human Bcl-2 family. Apoptosis regulator Bcl-2 (Homo sapiens), P10415. Bead-based flow cytometry, Bim peptide-Bcl-2 binding. inhibition, % at 10 µM. 190,000 tested, 0.06% active; in the data active = inhibition above about 40%; inconclusive = no clear call, values can overlap the other calls;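 note: 0% = no compound wells with probe peptide and 100% = reference peptide inhibitor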
# Target sequence (P10415 whole entry, looked up): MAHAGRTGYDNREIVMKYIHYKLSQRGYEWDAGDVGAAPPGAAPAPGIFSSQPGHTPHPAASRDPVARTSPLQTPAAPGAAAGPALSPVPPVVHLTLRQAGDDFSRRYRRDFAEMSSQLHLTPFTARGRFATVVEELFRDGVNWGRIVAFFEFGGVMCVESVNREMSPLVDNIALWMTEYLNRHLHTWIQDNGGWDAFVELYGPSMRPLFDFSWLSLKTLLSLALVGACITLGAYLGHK
# Mcl1-Noxa inh: Mcl-1/Noxa binding inhibitors, primary screen, biochemical, TR-FRET, 1536-well | 220,000 tested, 1.5% active | inhibition, % at 21.7 µM | TR-FRET Mcl-1/Noxa peptide binding, 2 h;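 active = compounds that cut the protein-peptide binding signal by more than 50% relative to plate controls in a single-dose test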;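 note: His-tagged Mcl-1 with rhodamine Noxa BH3 peptide and terbium anti-His antibody; 0% = Mcl-1 plus Noxa peptide wells and 100% = peptide-only wells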
# Bfl-1 Bim block: inhibitors of Bim binding to Bfl-1, primary screen, biochemical, multiplexed, bead-based flow cytometry; AID 1008, 2008; 190,000 tested, 0.12% active; Bcl-2-related protein A1 (Homo sapiens), Q16548; inhibition, % at 10 µM; Bim-Bfl-1 binding inhibition;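 note: 0% = wells without compound plus tracer and 100% = blocker peptide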
# Bim-Bcl-W: inhibitors of Bim binding to Bcl-W, primary screen, biochemical, multiplexed, bead-based flow cytometry | Bcl-2-like protein 2 (Homo sapiens), Q92843 | Bim peptide-Bcl-W binding | inhibition, % at 10 µM | 190,000 tested, 0.02% active;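 note: 0% = bound tracer without compound and 100% = peptide blocker; higher means less fluorescent Bim peptide bound to Bcl-W beads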
# RGS7-Gao: RGS7-Galphao binding modulators, primary screen, biochemical, multiplexed bead flow cytometry; actives lie on both sides; binding response (% of control), % at 10 µM; Guanine nucleotide-binding protein G(o) subunit alpha (Homo sapiens), P09471; 220,000 tested, 0.35% active; AID 1439, 2008; in the data active = binding response below about 49% or above about 150%; inconclusive = no clear call, values can overlap the other calls; inactive = in between;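 note: fluorescent Galphao held in activated GDP-AlF4 state binding bead-coupled RGS7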
# Bcl-XL Bim block: inhibitors of Bim-Bcl-XL binding, primary screen, biochemical, multiplexed, bead flow cytometry, human Bcl-XL | inhibition, % at 10 µM | 190,000 tested, 0.04% active | Bim peptide-Bcl-XL binding, fluorescence
# Numbers without * were called inactive; ? = inconclusive; / = not tested or not shown; & = joins results of further samples. Cut-off read from the data, not from the text of the source, unless noted: active = inhibition above about 40%. Compounds as they come. Share with any hit: about 2.7%.
SMILES,RGS4-Gao reg,Mcl1-Bid inh,RGS8-Gao,Mcl-1 Bim block,Bim-Bcl-B,Bcl-2 Bim block,Mcl1-Noxa inh,Bfl-1 Bim block,Bim-Bcl-W,RGS7-Gao,Bcl-XL Bim block
CCOc1cccc(C2NC(=S)NC(C)=C2C(=O)Nc2ccccc2)c1 (configuration not stated),102,-24,102,26,20,23,-4,37,23,97,30
Cc1cc([N+](=O)[O-])ccc1NC(=O)Cc1ccc(F)cc1,104,-10,114,-7,-9,-5,6,-7,-5,100,-9
Cc1nc(-c2cccc(Cl)c2)n[nH]1,98,-15,97,/,/,/,6,/,/,?,/
CCCCN(C)c1c(N2CCC(C(=O)OCC)CC2)c(=O)c1=O,102,-81,101,/,/,/,15,/,/,?,/
Cc1nc(SCc2ccccc2F)c2oc3ccccc3c2n1,102,-9,102,/,/,/,6,/,/,?,/
CCN1CCN(C(=O)CN(Cc2ccccc2)S(C)(=O)=O)CC1,99,-17,103,-4,-3,-1,16,-1,-1,99,-4
CC(C)c1ccc(C2N3CC4([N+](=O)[O-])CN2CC([N+](=O)[O-])(C3)C4(C)C)cc1 (configuration not stated),104,-23,102,-1,-10,-7,-6,-10,-4,103,-6
CCCCC(=O)N(c1ccc(C(=O)O)cc1)c1nc(-c2ccc(Cl)cc2)c(CC)s1,105,-31,101,1,1,-1,-7,-4,-1,107,0
CCOC(=O)c1cnc2c(c(C)nn2C)c1Oc1ccc(Cl)cc1,102,-18,107,-1,-3,-4,-3,-3,-5,105,-3
CCC1(C)Cc2c(sc3nc(SC)n(Cc4ccccc4)c(=O)c23)CO1 (configuration not stated),101,-12,102,-2,-1,-4,-12,-2,-2,105,-2
C/C(=N/NC(=O)c1ccco1)c1cccc(NC(=O)c2ccc(C)s2)c1,95,8,90,0,-1,-2,31,-2,-2,98,-4
COc1cc2cc(CN(CCN3CCCC3)C(=O)Nc3ccccc3Cl)c(=O)[nH]c2cc1OC,96,2,97,0,-1,-2,-3,1,1,96,0
O=S(=O)(O)c1nc2ccccc2n1Cc1ccc(Cl)cc1,104,39,102,-1,0,-3,27,0,0,110,-5
C/C(=N\NC(=O)C1CC1)c1cccnc1,99,-16,98,-1,-2,-1,12,0,-1,100,-3
CC1CCCC(NC(=O)C2CCN(S(=O)(=O)N3CCOCC3)CC2)C1C (configuration not stated),101,-20,101,-1,-3,0,-12,-1,-3,100,0
CCC/C(O)=C1\C(=O)CCCC1=NCCc1c(C)[nH]c2ccc(OC)cc12,94,-24,92,0,-1,-1,-10,-4,-2,82,-1
CCC(=O)c1ccc(OC(=O)c2cccs2)cc1,98,7,98,-1,0,11,1,0,-1,101,-3
CC(NC(=S)NC1CCCCC1)C(c1ccccc1)N1CCOCC1 (configuration not stated),100,-36,103,1,-5,-3,-2,-7,0,99,-1
Cc1c(C)n(Cc2ccccc2)c2ccc(C(=O)OCCCN(C)C)cc12,98,-31,101,-7,-10,-6,-7,-6,-9,96,-6
COc1cc(/C=C/C(=O)N2CCCc3ccccc32)cc(OC)c1OC,104,-2,105,-4,-12,-10,26,-17,-8,101,-12
O=C(Cn1nc(-c2ccccc2Cl)ccc1=O)Nc1ccc(Br)cc1,105,5,103,0,-2,-6,14,-6,0,106,1
O=C(Cc1ccccc1)c1ccc(Cl)cc1,96,-14,95,/,/,/,-4,/,/,?,/
CCCCCC1=NN2C(=O)CC(=O)N=C2S1,96,39,101,/,/,/,2,/,/,?,/
COc1ccc(OCc2nc3c4c(ncn3n2)-c2ccccc2CC42CCCC2)cc1,98,-4,99,-11,-8,-4,4,-3,-6,99,-12
CCC1CCc2c(sc(NC(=O)c3cccnc3)c2C(N)=O)C1 (configuration not stated),97,-16,98,-1,-4,-8,8,-5,-3,92,-5
COC(=O)C(CC(C)C)NC(=O)c1ccc(F)cc1 (configuration not stated),103,98*,101,-2,-8,-7,-8,-9,-4,106,-9
CC1(C)SCC(C(=O)O)NC1=O (configuration not stated),102,1,101,1,-2,-1,15,-3,0,100,0
O=C(c1ccccc1)N1CCCN(c2nccc(C(F)(F)F)n2)CC1,92,-2,95,/,/,/,16,/,/,?,/
Cc1nc2ccccc2n1CC(O)COc1ccccc1Cl (configuration not stated),94,-7,98,1,-13,-1,12,-6,-1,97,-5
O=C(NCC1CCCO1)C1c2ccccc2Oc2ccccc21 (configuration not stated),102,-21,102,-2,-4,-2,2,-6,0,100,-2

# 3 compounds from above, ordered by their value in Mcl-1 Bim block, largest number first.
Structure	Mcl-1 Bim block
O=C(Cn1nc(-c2ccccc2Cl)ccc1=O)Nc1ccc(Br)cc1	0
CCC1CCc2c(sc(NC(=O)c3cccnc3)c2C(N)=O)C1 (configuration not stated)	-1
O=C(NCC1CCCO1)C1c2ccccc2Oc2ccccc21 (configuration not stated)	-2

# Additional results follow.
SMILES,RGS4-Gao reg,Mcl1-Bid inh,RGS8-Gao,Mcl-1 Bim block,Bim-Bcl-B,Bcl-2 Bim block,Mcl1-Noxa inh,Bfl-1 Bim block,Bim-Bcl-W,RGS7-Gao,Bcl-XL Bim block
COCCn1ccc(O)c(Cc2ccc(Cl)cc2)c1=O,104,-14,105,-1,-10,-8,-6,-13,-3,103,4
CCn1cc(NC(=O)Nc2ccccc2C(=O)OC)c(C(N)=O)n1,97,-33,96,1,1,3,/,0,1,100,-5
CC(C)C(NC(=O)CSCc1ccc([N+](=O)[O-])cc1)C(C)C,99,-32,95,-7,-13,8,-18,6,0,97,0
CN1C(=O)OC2(C)CCc3ccccc3C12C (configuration not stated),95,-29,98,-7,-3,-4,8,-6,-4,100,-5
CC1(C)Cc2c(c(-c3ccco3)nc3n[nH]c(N)c23)CO1,96,-70,100,39,0,-4,-1,5,1,105,-1
Oc1ccc2ccccc2c1Br,94,-8,96,0,-3,0,-2,-1,0,84,0
Cc1ccc(-c2nc(N)n(C(=O)Cc3ccccc3)n2)cc1,99,18,98,-5,-13,-13,9,-15,3,99,-13
COc1cccc(OC)c1NC(=O)NC(=O)c1c(OC)c(Br)cc([N+](=O)[O-])c1OC,101,-4,102,/,/,/,2,/,/,?,/
CC(C)c1ccc(NC(=S)Nc2ccc(OC(F)(F)F)cc2)cc1,103,-68,103,0,-5,0,7,-4,-4,98,-2
O=C(C1CCCN(Cc2ccccc2)C1)N1CCCCC1 (configuration not stated),88,19,66,-2,-7,-14,31,-17,-1,51,-6
COc1ccc(-n2cnc3c(cnn3CCC#N)c2=N)cc1,105,-24,100,-1,-1,0,-18,0,-1,100,-1
CC1CN(CCn2cnc3c(N)ncnc32)CC(C)O1 (configuration not stated),97,-4,101,/,/,/,-3,/,/,?,/
Cn1c(C(=O)NCc2ccccn2)cc2c(=O)n3ccccc3nc21,101,4,99,-5,-3,-3,5,-2,-2,100,-7
COc1ccc(Br)c(C(=O)NCCC(C)C)c1,95,-3,100,-2,-1,-2,-5,0,-1,95,-3
Cc1cccc(C(=O)N[C@H](C(=O)Nc2nccs2)C(C)C)c1,103,-14,101,-3,-8,-8,15,-5,-6,105,-6
Cc1ccc(-c2cn(-c3ccccc3)c3[n+]2CCCS3)cc1,102&92,-3&11,100&88,1&-6,-9&-13,-5&-1,-2&8,-10&-5,4&-6,95&96,-10&-4
Cc1cc(C)c(C)c(OCC(=O)NCCN(C)C)c1,98,-21,100,1,-4,-10,5,-12,0,98,0
CCC1CCCCN1CCCn1c(=S)[nH]c2ccccc2c1=O (configuration not stated),100,-4,88,-4,0,-2,15,-5,-4,103,-9
Cc1ccc(OCC(=O)N2CCN(C(=O)Cc3ccccc3)CC2)cc1,99,-22,104,0,-5,-7,2,-12,2,97,0
COC(=O)C(NC(=O)c1ccccc1)(Nc1nc(C)cs1)C(F)(F)F (configuration not stated),107,-22,103,-1,-8,-6,-6,-8,-1,99,-10
Oc1ccc(/C=N/Nc2ccc(C(F)(F)F)cn2)cc1O,99,-26,102,0,0,0,34,0,1,102,2
CC(=O)Nc1ccc2c(c1)nc1n2CCN(C(C)c2ccccc2)C1 (configuration not stated),100,-31,100,1,-7,2,14,1,0,?,0
COc1ccccc1C(=O)c1cc2ccc(O)cc2oc1=O,97,-4,99,-3,-3,-2,21,-5,-2,99,-2
CCOc1ccsc1C(=O)OC,104,-19,101,/,/,/,3,/,/,?,/
O=C(N/N=C/c1cccnc1)c1cccc(S(=O)(=O)N2CCCC2)c1,100,-32,101,55*,21,13,1,-1,1,?,24
O=C(c1ccccc1)c1ccc(OCC(=O)N2CCOCC2)cc1,102,4,104,1,0,-3,6,-8,1,104,1
Oc1ccccc1C=NC(c1ccccc1)C(O)c1ccccc1 (configuration not stated),98,0,104,-4,-2,1,-4,0,-2,99,-4
CCc1cccc(C)c1NC(=S)NCC1CCN(c2ccc(OC)cc2)C1 (configuration not stated),100,-31,103,0,-12,-1,48,4,1,101,-4
CCc1ccc(OCc2ccc(C(=O)NCc3ccccn3)o2)cc1,98,-54,101,-4,-8,-9,-17,-17,0,103,-6
CC1=CN2C(=N)/C(=C\c3cn(CCCOc4ccccc4)c4ccccc34)C(=O)N=C2S1,99,-3,103,0,-6,-5,-5,-3,-2,96,-5
Cc1ccccc1-n1c(Cc2cccs2)n[nH]c1=S,98,-40,98,-4,-8,-1,11,1,1,100,-3
O=C(Cc1ccccc1)NCC(=O)Nc1cccc(Br)c1,103,-17,101,2,-1,-3,-3,-4,-2,107,-1
Cc1cccc(NC(=O)c2ccccc2OCC(=O)c2ccc(F)cc2)c1,99,-17,101,-3,-5,-9,8,-7,-6,102,-7
c1ccc2c(N3CCOCC3)nc(N3CCOCC3)nc2c1,104,66*,99,2,0,18,51*,4,0,101,4
CCCNC(=O)/C(=C/c1cn(S(=O)(=O)N(C)C)c2ccccc12)NC(=O)c1ccc(OC)cc1,90,-22,96,-2,-3,-2,0,-7,-4,99,-5
NNC(=O)Cn1nc2n(c1=O)-c1ccccc1SC2,103,-5,103,/,/,/,14,/,/,/,/
C=C(C)CSc1nnc(-c2ccc(OC)cc2)n1N,88,-27,81,-6,-6,-9,9,-2,-3,87,-6
Cc1cc(Cl)nc(Cl)c1C(=O)N1CCOCC1,99,-38,100,-3,-7,-3,5,-8,-1,92,-6
CCOC(=O)c1ccccc1NC(=O)CN(c1ccccc1C)S(C)(=O)=O,99,-9,100,0,-7,-8,2,-10,0,94,-3

# High-throughput results from PubChem BioAssay.
